Screening results (PubChem)
Dynein transport – inhibitors of GR-EGFP nuclear translocation, primary screen, dynein cargo transport inhibitor project, imaging, high-content, 3617.4 mouse cells; test concentration mostly 20 µM; stimulated with dexamethasone, 1 µM; active compounds read low; z-score, hits read low; 220,000 compounds, 0.47% hits; AID 1381, 2008;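 active = plate z-score of nuclear minus cytoplasmic receptor signal below a set negative limit, without overly bright fluorescence or cell loss, cut at about -3.5 in these data, passing the limit was not always enough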;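 also: z-score of nuclear minus cytoplasmic ring GR-EGFP intensity difference per well; some compounds called inactive have numbers as strong as hits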
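Buffer or medium: tetracycline-free induction medium containing charcoal-stripped FBS / Reagent: dexamethasone agonist, 1.0 µM final, for 30 min / Technique: automated 10x imaging of fixed Hoechst-stained cells / Times: induction 48 h, compound 1 h, agonist 30 min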
Lipid droplet – inhibitors of hepatocyte lipid droplet formation, primary screen, imaging, high-throughput imaging, BODIPY stain; inhibition, % at 6.5 µM; AML12 mouse hepatocytes, oleate lipid droplets; 240,000 compounds, 0.4% hits;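 active = lipid droplet intensity inhibited by at least 50%, with more than 500 cells counted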
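Material: mouse AML12 hepatocyte cell line, fixed after treatment; Timing: compound with oleate, overnight; Technique: high-content imaging of BODIPY-stained droplets and DAPI nuclei; Probe or stimulus: oleate, 100 µM final; Dosing: compound at 6.5 µM only.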
Insulin prom up – insulin promoter activators in MIN6 cells, imaging, high-content screening, mouse beta cells | MIN6 insulin promoter-GFP reporter; active compounds read high | z-score at 5 µM | 190,000 compounds, 0.3% hits | AID 1625, 2009;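 active = z-score above 3 at 5 µM with at least 500 cells counted in the well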
b-catenin transl – modulators of beta-catenin nuclear translocation, primary screen, imaging, HeLa cells, immunofluorescence, high-content. AID 1665, 2009. nuclear translocation activity, % at 5 µM. 190,000 compounds, 0.3% hits;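 active = nuclear translocation activity above 50% at 5 µM, with a well cell count of 50 or more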;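 also: per-cell ratio of nuclear to cytoplasmic median beta-catenin stain intensity; plate controls were DMSO negative control for no effect and GSK-3 inhibitor IX positive control for full effect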
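assay system = human HeLa cells, endogenous beta-catenin | times = compound treatment 24 h, 37°C, 5% CO2 | detection = Anti-beta-catenin immunofluorescence on PFA-fixed, Triton-permeabilized cells, DAPI nuclei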
ER stress rescue – rescue of cells from ER stress-induced death, primary screen, 384-well, CSM14.1, thapsigargin, ATP luminescence (AID 1222) | CSM14.1 thapsigargin-induced death rescue, ATP luminescence; higher % means a stronger effect | 190,000 tested, under 10 active | cellular ATP content (survival), % at 20 µM, or EC50 in µM where a hit was titrated;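 active = EC50 below 50 µM in the dose-response confirmation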;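 also: death triggered by thapsigargin at about 15 µM added after 2 h compound pretreatment; cell ATP read after overnight thapsigargin exposure of roughly 18 to 22 hours; normalized against plate controls of thapsigargin alone and 5% DMSO vehicle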
Autophagy mod – autophagy modulators in MEF cells, primary screen, imaging, high-content, MEF GFP-LC3. MEF GFP-LC3 puncta imaging; test concentration mostly 10 µM. calls only at 10 µM (by protocol). 190,000 compounds, 0.98% hits;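 active = percentage of spot-positive cells more than 3 SD above its plate mean, without a fluorescence outlier flag or 80% toxicity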;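 also: spot-positive cell cutoff set from DMSO-treated cells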
Salmonella PhoP GFP – inhibitors of PhoP regulon expression, primary screen, Salmonella Typhimurium, GFP reporter (AID 1863); S. Typhimurium PhoP-regulated promoter GFP reporter, 4 h; higher % means a stronger effect; inhibition, % at 50 µM; hits with a dose series show IC50 in µM; 300,000 compounds, 0.16% hits;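 active = inhibition over 29.93%, a cutoff 3 SD above the screen mean, later confirmed by dose response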;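 also: 0% = low Mg2+ inducing control and 100% = high Mg2+ repressing control; strong numbers were not always called active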
T cell modulator – modulators of CD8 T cell-vesicle binding, primary screen, mouse 2C CD8+ T cells, flow cytometry; 2C CD8+ T cell-vesicle binding; active compounds read low; calls only at 7 µM; 330,000 compounds, 0.068% hits; AID 2052, 2009;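 active = response, share of CD8 T cells binding vesicles, and their 90th percentile fluorescence all below set limits, cut at about 80% in these data, passing the limit was not always enough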
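System: murine 2C transgenic CD8+ T lymphocytes; also added: QL9-loaded Drosophila micro-vesicles; times: binding 1.5 h at 37 °C; measured by: flow cytometry, PE anti-B7-1 (FL2) versus Alexa647 anti-CD8 (FL8), PFA-fixed; control set: Peptide-free naked vesicles (low) and QL9 vesicles with 0.7% DMSO vehicle (high)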
MT stabilizer – microtubule stabilizers in HeLa cells, primary screen, imaging, high-content imaging. HeLa tubulin immunostaining HCS, 24 h; share of cells brighter than vehicle mean+2SD. % tubulin-high responders, % at 10 µM. 200,000 compounds, 0.83% hits. AID 2205, 2009;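 active = plate Z-score above 3 for both tubulin-high and condensed-nucleus cell shares, with cell loss under 80%, at 10 µM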;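 also: anti alpha tubulin signal scored within the nucleus-defined area of each cell; some results filed as inactive read as strong as hits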
Dynein transport cytoplasmic EGFP – recorded beside Dynein transport, whose call it bears; z-score; measured here: cytoplasmic GR-EGFP intensity; active compounds read high
Dynein transport nuclear GR-EGFP – recorded beside Dynein transport, whose call it bears; z-score; measured here: nuclear GR-EGFP intensity;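 lower value marks the stronger effect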
Dynein transport cell count – recorded beside Dynein transport, whose call it bears; z-score; measured here: cell count per field
Insulin prom up cell count – recorded beside Insulin prom up, whose call it bears; cell count; measured here: cytotoxicity, nuclei count;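 total cells summed across four imaged fields per well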
Lipid droplet cells 6.5 µM – further read-out of Lipid droplet, marked with its call; cell count; measured here: cell count, cytotoxicity flag;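 cells counted across two imaged fields per well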
b-catenin transl cell count 5 µM – also measured in b-catenin transl; calls as there; cell count; measured here: cell count, cytotoxicity flag
T cell modulator vesicle-bound % – also measured in T cell modulator; calls as there; double positive events, %; measured here: CD8+ vesicle-bound cell fraction;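 binding gate set so that unloaded-vesicle control wells show 10% double positive cells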
MT stabilizer Hoechst-high % – further read-out of MT stabilizer, marked with its call; % Hoechst-high responders; measured here: nuclear condensation Hoechst responders;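 share of cells brighter than vehicle mean plus two SD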
MT stabilizer cytotoxicity % – also measured in MT stabilizer; calls as there; toxicity, %; measured here: cytotoxicity by cell density;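 0% = mean cell density of plate MIN control wells and 100% = no cells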
Autophagy mod cell loss 18 h – recorded beside Autophagy mod, whose call it bears; toxicity, %; measured here: cell loss, nuclei count;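 cell loss after 18 h compound exposure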
Numbers without * were called inactive; i = inactive; nt = not tested or not shown.

SMILES	Dynein transport	Dynein transport cytoplasmic EGFP	Dynein transport nuclear GR-EGFP	Dynein transport cell count	Lipid droplet	Lipid droplet cells 6.5 µM	Insulin prom up	Insulin prom up cell count	b-catenin transl	b-catenin transl cell count 5 µM	ER stress rescue	Autophagy mod	Autophagy mod cell loss 18 h	Salmonella PhoP GFP	T cell modulator	T cell modulator vesicle-bound %	MT stabilizer	MT stabilizer Hoechst-high %	MT stabilizer cytotoxicity %
COc1cc2c(cc1OC)C1Cc3ccc(OC)c(OC)c3CN1CC2 (stereo unspecified)	-0.34	-0.23	-0.016	0.39	nt	nt	0.17	981	1.9	1162	2.2%	i	-25	2%	i	44	1.7	2.0	5.1
CCOC(=O)C1(Cc2ccccc2)CCCN(Cc2ccncc2)C1 (stereo unspecified)	0.41	-0.26	0.52	-0.013	-22	661	0.12	1496	-0.9	995	1.0%	i	-16	-2%	i	31	nt	nt	nt
Nc1nc(-c2ccccc2)nn1C(=O)c1ccco1	-0.079	-0.32	-0.0069	0.68	21	783	0.02	1225	-0.7	1057	1.9%	i	9	3%	i	31	2.3	1.7	1.0
COc1cccc(N2C(=O)c3ccncc3C2=O)c1	-0.55	-0.32	0.094	0.47	nt	nt	0.82	1313	-4.7	985	-0.8%	i	1	-6%	i	35	3.9	2.2	12
CCOC(=O)/C=C/C(=O)Nc1cccc([N+](=O)[O-])c1	-1.7	0.61	-0.99	-1	11	709	-0.18	1185	-0.3	901	-2.4%	i	13	0%	i	35	1.7	3.2	10
Cc1cccc(C)c1NC(=O)Nc1ccc(S(N)(=O)=O)cc1	-0.11	0.057	-0.042	0.03	8	737	-0.04	1409	-2.9	1182	nt	nt	nt	-6%	i	39	nt	nt	nt
Cc1ccc(S(=O)(=O)N2CCN(S(C)(=O)=O)C2)cc1	-0.53	-0.18	0.058	-0.15	nt	nt	0.15	1666	-0.8	1415	-0.4%	i	11	10%	i	21	4.3	3.1	8.4
CCCCNCc1cc(OCC)c(OCC)cc1Br	-0.39	-0.3	0.28	-0.039	-10	590	-0.29	1346	0.6	1506	-1.5%	i	-2	-2%	i	56	4.2	2.6	6.5
CCCn1c(=N)c(C(=O)NCc2ccc3c(c2)OCO3)cc2c(=O)n3cccc(C)c3nc21	-0.79	-0.22	-0.32	0.66	nt	nt	-0.62	753	0.7	1362	-1.1%	i	51	-5%	i	30	4.1	2.5	11
COc1ccc(CNC(=O)c2sc3nc4c(c(C(F)(F)F)c3c2N)CCC4)cc1	-0.2	-0.18	-0.038	0.53	-3	696	-0.17	1383	-1.4	1004	-1.3%	i	5	-3%	i	54	1.7	2.7	4.4
CCN(CC)CCCN=Cc1c(O)n(-c2c(C)cccc2C)c(=O)c2ccccc12	-0.53	-0.27	-0.24	-0.25	-3	645	-0.17	1165	0.3	1222	nt	nt	nt	-13%	i	28	nt	nt	nt
CS(=O)(=O)N(CC(=O)Nc1ccc2c(c1)OCO2)c1ccc(Cl)cc1	-1.2	-0.42	-0.44	0.6	nt	nt	-0.25	1056	-2.7	1120	-1.0%	i	11	6%	i	5	2.4	3.2	2.5
CC(Sc1nnc(-c2ccccc2Br)n1-c1cccc(C(F)(F)F)c1)C(N)=O (stereo unspecified)	0.88	-0.16	0.31	-0.68	-40	633	-0.24	1633	-1.2	1069	-2.4%	i	9	-5%	i	48	4.4	2.2	5.1
Cc1ccc(S(=O)(=O)N2CCCC(C(=O)Nc3cccnc3)C2)cc1 (stereo unspecified)	0.15	-0.26	0.3	0.00066	21	804	-0.03	933	nt	nt	-0.9%	i	6	-10%	i	18	2.1	0.9	6.7
Clc1ccc(Cn2c(-c3cccnc3Cl)nc3ccccc32)c(Cl)c1	0.64	-0.06	1.1	0.13	nt	nt	0.2	1590	-1.1	1367	0.5%	i	-15	0%	i	54	3.5	1.8	6.0
O=C1c2ccccc2S(=O)(=O)N1CC(O)Cn1ccc2ccccc21 (stereo unspecified)	-0.59	-0.11	-0.65	0.13	7	809	1.4	1169	-0.8	1238	0.9%	i	-6	-27%	i	20	4.3	2.4	2.8
O=c1nc(-c2ccccc2)cn[nH]1	-0.5	0.031	-0.19	0.51	nt	nt	-0.78	1054	-0.6	1433	-2.8%	i	0	-12%	i	54	3.3	2.9	14
COc1ccc(/C=N/NC(=O)C2(C)NC(C)(C)Cc3ccccc32)cc1 (stereo unspecified)	-0.33	-0.38	-0.7	0.77	15	697	0.2	1491	1.1	1443	-0.7%	i	14	7%	i	36	3.6	2.4	6.1
CCC(CO)NCC(O)COCc1ccc2c(c1)OCO2 (stereo unspecified)	0.74	0.12	0.75	-0.13	11	667	0.23	1255	-0.2	1155	-8.4%	i	-27	4%	i	7	1.7	1.1	4.8
O=C(COc1ccc(S(=O)(=O)N2CCCC2)cc1Cl)NCc1ccco1	-0.16	-0.23	-0.13	-0.00069	-9	709	-0.95	1234	0.0	1107	2.0%	i	34	2%	i	40	4.0	3.9	8.1
Cc1nn(C(=O)CCCn2cc([N+](=O)[O-])cn2)c(C)c1Cl	-0.16	-0.31	-0.11	0.07	0	699	-0.5	1168	1.1	1078	-1.0%	i	-7	-3%	i	47	4.0	3.5	8.2
CCCCc1ccc(S(=O)(=O)NC2CCS(=O)(=O)C2)cc1 (stereo unspecified)	0.73	-0.22	0.15	0.35	-16	635	0.62	1306	-1.4	1179	nt	nt	nt	-7%	i	37	nt	nt	nt
O=C1C2C3C=CC(C3)C2C(=O)N1CCc1ccccc1 (stereo unspecified)	-0.58	-0.3	-0.47	0.74	-12	787	3.3*	877*	nt	nt	-0.7%	i	1	24%	i	16	1.9	1.5	2.4
COc1ccc(C(=O)CSc2n[nH]c(N)n2)cc1	-1.2	-0.051	-0.47	1.1	-12	722	0.56	816	-0.5	1121	-3.3%	i	-10	6%	i	56	1.2	1.4	7.7
CN(C)/C=C/C(=O)c1cnc2n(c1=O)CCS2	-0.12	-0.2	-0.00048	0.81	nt	nt	0.47	1175	-0.2	1101	-1.4%	i	-2	-4%	i	33	6.3	2.4	4.5
Cc1nn(Cc2ccc([N+](=O)[O-])cc2)c(=O)n1-c1ccccc1	1.3	-0.061	1	-0.95	nt	nt	2.3	1494	-1.9	1367	0.6%	i	-2	0%	i	19	1.5	1.2	4.3
CC(C)Nc1nc(NC(C)C)nc(Oc2ccc(OCc3ccccc3)nn2)n1	0.28	-0.33	0.18	0.69	-7	770	nt	nt	nt	nt	-0.3%	i	1	-7%	i	43	1.5	1.0	9.5
CCOC(=O)c1ccc(Oc2cn[nH]c2-c2ccc(O)cc2O)cc1	0.36	-0.2	0.38	-0.34	-20	666	0.37	1008	0.5	1378	nt	nt	nt	-4%	i	37	nt	nt	nt
Cc1ccc(C2C3=C(CC(C)(C)CC3=O)NC3=C2C(=O)c2ccccc23)cc1 (stereo unspecified)	-0.76	-0.27	-0.52	0.11	4	629	-0.3	1408	-1.2	906	1.1%	i	14	5%	i	27	4.7	2.4	3.5
O=C(C1CCC1)N1CCN(Cc2ccccc2)CC1	0.71	-0.36	0.39	-0.12	nt	nt	0.07	1189	-3.3	1006	0.3%	i	-3	4%	i	54	5.3	3.7	4.2

Just ER stress rescue, MT stabilizer and Salmonella PhoP GFP (2 entries from above):
smiles,ER stress rescue,MT stabilizer,Salmonella PhoP GFP
Cc1ccc(C2C3=C(CC(C)(C)CC3=O)NC3=C2C(=O)c2ccccc23)cc1 (stereo unspecified),1.1%,4.7,5%
O=C(C1CCC1)N1CCN(Cc2ccccc2)CC1,0.3%,5.3,4%

Some of these compounds in order of length of the SMILES, falling:
SMILES	Dynein transport	Dynein transport cytoplasmic EGFP	Dynein transport nuclear GR-EGFP	Dynein transport cell count	Lipid droplet	Lipid droplet cells 6.5 µM	Insulin prom up	Insulin prom up cell count	b-catenin transl	b-catenin transl cell count 5 µM	ER stress rescue	Autophagy mod	Autophagy mod cell loss 18 h	Salmonella PhoP GFP	T cell modulator	T cell modulator vesicle-bound %	MT stabilizer	MT stabilizer Hoechst-high %	MT stabilizer cytotoxicity %
CCCn1c(=N)c(C(=O)NCc2ccc3c(c2)OCO3)cc2c(=O)n3cccc(C)c3nc21	-0.79	-0.22	-0.32	0.66	nt	nt	-0.62	753	0.7	1362	-1.1%	i	51	-5%	i	30	4.1	2.5	11
CCCCc1ccc(S(=O)(=O)NC2CCS(=O)(=O)C2)cc1 (stereo unspecified)	0.73	-0.22	0.15	0.35	-16	635	0.62	1306	-1.4	1179	nt	nt	nt	-7%	i	37	nt	nt	nt
CCOC(=O)C1(Cc2ccccc2)CCCN(Cc2ccncc2)C1 (stereo unspecified)	0.41	-0.26	0.52	-0.013	-22	661	0.12	1496	-0.9	995	1.0%	i	-16	-2%	i	31	nt	nt	nt

Compounds as they come (roughly 3% active in at least one column).
